Shiga toxin inh: Shiga toxin inhibition; AID 2315; inhibition, % at 38.7 µM; 290,000 compounds, 9.2% hits; Vero cells, Shiga toxin protein synthesis inhibition reporter; in the data active means inhibition mostly above about 28%, no sharp cut-off; inactive means mostly below about 43%; further: 0% is about no effect
Pf growth 48h: P. falciparum growth inhibition at 48 hours (one generation); P. falciparum luciferase growth in erythrocytes, 48 h; Potency, µM (doses to about 28.7 µM), for the others: at the highest dose activity change, negative = inhibition, usual class: inhibitors; 310,000 compounds, 5.9% hits; AID 504832; further: potency means the concentration at half of the fitted maximal effect; on the % scale 0 is the no-effect control and ±100 the full control effect
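In quantitative HTS format, infected erythrocytes bearing luciferase-reporter parasites were treated for a single generation at 37 C. Luminescence after adding detection reagent served as the growth measure.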
Cycloheximide cs: counter-screen hit for Shiga toxin inhibitors, cycloheximide. max response, %. 300,000 compounds, 12% hits. cell reporter, cycloheximide protein synthesis inhibition counterscreen. AID 2314; in the data active means max response mostly above about 13%, no sharp cut-off; inactive means mostly below about 14%; further: read at 38.3 µM for the half of the compounds with a filed dose; 0% is about no effect
Tb PYK inh: inhibitors of Trypanosoma brucei pyruvate kinase. Potency, µM (top dose mostly 76.8 µM), without a hit: top-dose activity, negative = inhibition, hits mostly inhibitors. AID 624173. TbPYK enzyme, Kinase-Glo Plus ATP luminescence, 45 min. 410,000 compounds, 0.12% hits; further: potency means the concentration at half of the fitted maximal effect; on the % scale 0 is the no-effect control and ±100 the full control effect; nearly all actives have a fitted effect of over 50% in size
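Assay buffer: 50 mM TEA pH 7.2, 100 mM KCl, 10 mM MgCl2, 0.05% BSA, 0.01% Tween-20. Pyruvate kinase from T. brucei plus substrate met compound, then ADP (130 uM final). Luminescence was read post 45 min RT.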
Pf growth 96h: P. falciparum growth inhibition at 96 hour, primary screen for plastid delayed-death inhibitors. P. falciparum luciferase reporter growth, 96 h. Potency, µM (highest dose often 28.7 µM), without a hit: at the highest dose activity change, negative = inhibition, actives largely listed as inhibitors. 320,000 compounds, 6.9% hits. AID 504834; further: potency means the concentration at half of the fitted maximal effect; on the % scale 0 is the no-effect control and ±100 the full control effect
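Erythrocytes infected with luciferase-expressing P. falciparum were dispensed at 2% hematocrit and 0.05% parasitemia (final), then incubated with compounds 96 hours at 37 C in 5% CO2. Luminescence after detection reagent addition reported growth.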
HCV inh: inhibitors of hepatitis C virus infection; Huh7.5.1 HCVcc-Cre infection, luciferase reporter, 44 h; Potency, µM (doses to about 41.8 µM), inactives show top-dose activity change, negative = inhibition, usual class: inhibitors; 340,000 compounds, 3.4% hits; further: potency means the concentration at half of the fitted maximal effect; on the % scale 0 is the no-effect control and ±100 the full control effect
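Cells (1,000/well) were plated 4 h before compound, then infected with HCVcc-Cre virus (~0.5 moi). After 44 h further culture, infection was read as luciferase luminescence following a 15 min substrate incubation at room temperature.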
LmPK inh: inhibitors of Leishmania mexicana pyruvate kinase | Q27686 | purified LmPK, Kinase-Glo ATP luminescence, 1 h | Potency, µM (top dose mostly 57.5 µM), for inactives: at the highest dose activity change, negative = inhibition, usual class: inhibitors | 290,000 compounds, 0.37% hits | AID 1721; further: potency means the concentration at half of the fitted maximal effect; on the % scale 0 is the no-effect control and ±100 the full control effect
Target sequence (Q27686 whole entry, looked up): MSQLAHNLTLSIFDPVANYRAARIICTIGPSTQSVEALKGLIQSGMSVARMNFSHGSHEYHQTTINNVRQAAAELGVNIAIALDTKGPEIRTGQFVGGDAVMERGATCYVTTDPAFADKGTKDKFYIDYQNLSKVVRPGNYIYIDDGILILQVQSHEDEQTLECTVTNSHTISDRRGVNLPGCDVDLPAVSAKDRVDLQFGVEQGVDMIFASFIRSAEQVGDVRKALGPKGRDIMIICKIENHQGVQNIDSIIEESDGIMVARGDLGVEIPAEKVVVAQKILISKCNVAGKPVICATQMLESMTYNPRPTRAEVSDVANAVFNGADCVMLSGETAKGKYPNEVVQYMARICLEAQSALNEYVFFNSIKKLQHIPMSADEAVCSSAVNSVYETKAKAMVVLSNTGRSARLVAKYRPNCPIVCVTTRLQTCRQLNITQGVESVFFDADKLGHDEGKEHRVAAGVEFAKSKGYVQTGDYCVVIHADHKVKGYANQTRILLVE
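In 50 mM imidazole pH 7.2 with 7 mM MgCl2, LmPK (0.1 nM) turned over PEP (0.5 mM) and ADP (0.1 mM) for 1 h at room temperature. Luciferase read-out of ATP.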
* = called active by the depositor; u = inconclusive; x = no result given; [ ] = dose if it differs, or a comment. Unless noted, the call rests on the fitted dose curve; in most records, active means well fitted curve in the direction sought with a large enough effect; inconclusive means small, poorly fitted or top-dose-only effect, or another doubt; inactive means no such curve, though single readings can be large; an effect the other way counts as inactive or inconclusive.

SMILES | Shiga toxin inh | Pf growth 48h | Cycloheximide cs | Tb PYK inh | Pf growth 96h | HCV inh | LmPK inh
CC(C)(C)c1cc(C(=O)Nc2ccccc2)ccn1 | 20 | 33%[activator] | 25* | 0% | 0% | u | 3%
COCCNc1nc(-c2ccccc2)nc2ccccc12 | -4 | 30% | -3 | 0% | -6% | u | -2%
Cc1ccc(Cl)cc1NC(=O)COC(=O)CC1CCCCC1 | x | u | x | -6% | u | 10% | x
CCOC(=O)C1C(c2ccccc2)C(C(=O)OCC)C1c1ccccc1 (configuration not stated) | 13 | u | 1 | -16% | u | 9% | -2%
CNc1ncc(C(=O)C(C)(C)C)s1 | 41 | 0% | 15 | -4% | u | 24% | -3%
COC(=O)Cc1ccc(NC(=S)NCCO)cc1 | 2 | 13% | 1 | 0% | 0% | 24% | 5%
Cc1cc(C)cc(NC(=O)CSc2ccc(-c3ccco3)nn2)c1 | 21 | 15% | 4 | -14% | u | -15% | -5%
O=C(NCc1ccc(F)cc1)C(c1ccccc1)N(C(=O)c1csnn1)C1CCCC1 (configuration not stated) | 34 | -20% | -2 | -14% | -8% | 16% | -4%
CN(Cc1ccccc1)C1=CC(=[N+]2CCCC2)CC(C)(C)C1 | 3 | 0.93µM* | -3 | -13% | 0.59µM* | u | -1%
COc1ccc(-n2c(SCC(=O)Nc3ncc(Cl)cc3Cl)nc3ccccc32)cc1 | 17 | u | -6 | x | u | x | -1%
CN(c1ccccc1)c1nc2ccsc2c(=O)s1 | 97* | 60%[activator] | 56* | 3% | u | u | 6%
CC1CCCN(C(=O)c2ccc3c(=O)n(Cc4ccc5c(c4)OCO5)c(=S)[nH]c3c2)C1 (configuration not stated) | -14 | -29% | -2 | 8% | 7.4µM* | u | 2%
CC(C)(C)c1ccc(C(=O)CS(=O)(=O)c2ccccc2)cc1 | 88* | 349%[activator] | 38* | 4% | 217%[activator] | 1% | -5%
Cc1ccc(-n2c(C)c(C)c3c(NCCCO)ncnc32)cc1 | 120* | 95%[activator] | 45* | 19% | 89%[activator] | u | 0%
CSc1ccc(CN2CCC(n3nccc3NC(=O)c3ccccc3C)CC2)cc1 | -9 | -26% | 9 | -5% | 23% | u | -5%
O=c1oc2ccccc2c(O)c1/C=N/c1ncccn1 | 11 | 23% | 7 | -4% | 21% | 19% | -1%
CN(Cc1ccccc1)C(=O)c1[nH]cnc1C(=O)Nc1cccc(Cl)c1 | x | 46%[activator] | x | 0% | u | 2% | x
COc1cc([N+](=O)[O-])ccc1NC(=O)NCc1ccccn1 | 4 | -2% | 12* | 1% | 16% | -4% | 1%
Cc1cccn2c(=O)c3cc(C(=O)NC4CCCCC4)n(C)c3nc12 | -3 | u | 1 | -1% | -21% | u | 0%
COc1cc(C(=O)O)ccc1Cl | 29 | 48%[activator] | 13 | 4% | 40%[activator] | 12% | 0%
COc1c(C)cccc1C(=O)NCCCNC(=O)c1ccc(C)nc1 | 26 | -20% | -1 | 0% | 43%[activator] | 21% | -1%
O=C1N(Cc2cccc(Cl)c2)C[C@@H]2C[C@@H](c3c[nH]c4ccccc34)N3CCC[C@@]123 | -3 | u | -3 | -9% | u | -21% | 0%
CCOP(=O)(OCC)/C(C#N)=C(\O)c1ccc(OC)cc1 | 4 | -10% | 3 | -8% | 95%[activator] | 9% | 0%
C[C@H]1CCC(=O)N([C@H](CSc2ccc(Br)cc2)Cc2ccccc2)CC1 | x | u | x | -7% | u | -17% | x
CCCCN(C(=O)CNC(=O)c1ccco1)C(C(=O)NC1CCCC1)c1ccc(OC)cc1 (configuration not stated) | -4 | -10% | 2 | 4% | x | 5% | -2%
NC(=O)C1=CN(Cc2ccc(Cl)cc2)CCC1C(F)(F)F (configuration not stated) | 27 | 39%[activator] | -1 | -2% | 0% | 13% | 6%
CC(Sc1nncn1C)C(=O)Nc1nnc(C(C)C)s1 (configuration not stated) | 7 | 30%[activator] | -1 | -2% | 19% | 5% | 0%
Cc1cccc2sc(N(CCN(C)C)C(=O)c3cc(Cl)sc3Cl)nc12 | 6 | 21% | 0 | -2% | 27% | 5% | -1%
c1ccc2c(c1)OCC(CN1CCCCC1)O2 (configuration not stated) | x | -3% | x | 3% | u | x | x
CCC(C)Nc1nc(N)c([N+](=O)[O-])c(Nc2ccccc2OC)n1 (configuration not stated) | -5 | 12µM* | -2 | 3% | 10µM* | 13µM* | 0%
O=C(N/N=C/c1ccc2nccnc2c1)c1cccc([N+](=O)[O-])c1 | 5 | 19% | 0 | -4% | 27% | -6% | -1%
COc1ccc(C)cc1S(=O)(=O)N1CC(C)OC(C)C1 (configuration not stated) | 63 | 34%[activator] | 38* | 4% | 12µM* | 14% | 8%
CCN(CC)C1CCN(C(=O)CCc2nnc(CCc3ccccc3)o2)C1 (configuration not stated) | 1 | 30%[activator] | 2 | 3% | -21% | 8% | 5%
CCCCn1c(SCC(=O)N2CCOCC2)nc2c1c(=O)n(C)c(=O)n2C | -5 | -7% | -7 | 0% | 12µM* | -1% | -3%
COc1ccc(-c2cc(C(=O)Nc3ccc(C)c(N)c3)c3ccccc3n2)cc1 | 118* | u | 19* | 8% | -34% | 11µM* | 0%
N#CC(c1ccccc1O)N1N=C(c2ccccc2)CC1c1ccccc1 (configuration not stated) | 97* | 21% | 63* | 4% | 26% | u | -7%
COc1cc(C(=O)NC2CCN(Cc3nnnn3Cc3cccs3)CC2)cc(OC)c1OC | 14 | x | -2 | 5% | x | -5% | 2%
Cc1onc(-c2c(F)cccc2Cl)c1C(=O)NC1CCSC1=O (configuration not stated) | 4 | x | 2 | -4% | 3% | 22% | -4%
Cc1cc(C)n(-c2nc(SCC(=O)O)c3c4c(sc3n2)COC(C)(C)C4)n1 | -13 | u | -1 | -7% | u | -2% | -2%
COc1ccc(CCNC(=O)C2CCN(S(=O)(=O)c3ccc(OC)c(OC)c3)CC2)cc1 | -13 | u | -2 | x | x | -4% | 10%
Cc1nn(C)c(C)c1CNC(=O)Nc1ccc(Cl)cc1 | 145* | 241%[activator] | 73* | 0% | -5% | 14% | -3%
O=C(CN1CCN(C(=O)c2cccc(S(=O)(=O)N3CCCC3)c2)CC1)Nc1cccc(F)c1 | x | u | x | -1% | u | -19% | x
N#Cc1sc2nc3c(c(-c4cccnc4)c2c1N)CCC3 | -4 | -16% | 1 | -10% | x | -19% | -6%
O=C1CC(N2CCN(Cc3ccc4c(c3)OCO4)CC2)C(=O)N1Cc1ccc(N2CCCC2=O)cc1 (configuration not stated) | -12 | u | -3 | -8% | 9.3µM* | -15% | -1%
COc1ccc2c(c1)CCC1C2=NN(/C(C)=C\C(C)=O)C1c1ccc(F)cc1 (configuration not stated) | 60* | u | 62* | -19% | -11% | u | -1%
COCCOC(=O)N/C=C\c1nc2ccccc2c(=O)[nH]1 | 22 | 45%[activator] | -3 | -9% | -1% | 4% | -1%
COc1ccc(C(=O)N/N=C/c2ccc(OC(=O)c3cccc4ccccc34)c([N+](=O)[O-])c2)cc1 | 17 | 30%[activator] | 17 | -13% | 9.3µM* | u | 2%
C=CCn1c(SCc2ccc(Cl)c(Cl)c2)nnc1C(CO)NC(=O)c1ccc(OC)cc1 (configuration not stated) | 7 | u | 3 | 2% | -7% | -15% | 6%

Rewritten as a markdown table: part of the list above.
| structure | Shiga toxin inh | Pf growth 48h | Cycloheximide cs | Tb PYK inh | Pf growth 96h | HCV inh | LmPK inh |
| --- | --- | --- | --- | --- | --- | --- | --- |
| O=C(CN1CCN(C(=O)c2cccc(S(=O)(=O)N3CCCC3)c2)CC1)Nc1cccc(F)c1 | x | u | x | -1% | u | -19% | x |
| COCCOC(=O)N/C=C\c1nc2ccccc2c(=O)[nH]1 | 22 | 45%[activator] | -3 | -9% | -1% | 4% | -1% |
| Cc1cc(C)n(-c2nc(SCC(=O)O)c3c4c(sc3n2)COC(C)(C)C4)n1 | -13 | u | -1 | -7% | u | -2% | -2% |
| C=CCn1c(SCc2ccc(Cl)c(Cl)c2)nnc1C(CO)NC(=O)c1ccc(OC)cc1 (configuration not stated) | 7 | u | 3 | 2% | -7% | -15% | 6% |

(continued)
SMILES | Shiga toxin inh | Pf growth 48h | Cycloheximide cs | Tb PYK inh | Pf growth 96h | HCV inh | LmPK inh
CCS(=O)(=O)N1CCCC(C(=O)NCCCN2CCCC2=O)C1 (configuration not stated) | -16 | 7% | 5 | -2% | 10µM* | 8% | 0%
COc1ccc(CCN2CC(O)=C(c3nc4ccccc4c(=O)[nH]3)C2=N)cc1OC | -13 | 13µM* | 5 | -2% | x | -13% | 4%
Cc1cc(C)c2nc(N(CCCN(C)C)C(=O)c3ccc(S(=O)(=O)N4CCCCCC4)cc3)sc2c1 | x | 9.3µM* | x | 1% | 12µM* | 11µM* | x
CN1CCN(S(=O)(=O)c2ccc(N(C)Cc3cccc(F)c3)nc2)CC1 | x | 9% | x | -5% | 17% | 6% | x
CCCC1=NN(C(=O)C(=O)Nc2ccc(Br)cc2)C(O)(C(F)(F)F)C1 (configuration not stated) | -3 | 9% | -5 | 2% | -7% | -28% | 4%
Cc1ccc(F)c(CNC(=O)C2CCC(=O)N(CCN3CCOCC3)C2)c1F (configuration not stated) | -3 | 5% | -3 | -1% | u | -2% | -15%
COC(=O)CCC(=O)Nc1cccc(Br)c1 | -3 | 0% | -3 | -4% | x | -2% | -2%
Cc1cnc([N+](=O)[O-])n1CCOC(=O)NC(=O)c1ccc(F)cc1 | -11 | 0% | -2 | 1% | 27% | 28% | 6%
Cc1c(C(=O)N2CCC3(CC2)CC(=O)c2ccccc2O3)cccc1[N+](=O)[O-] | x | -21% | x | 3% | u | -16% | x
Cc1cc(C)n2nc(SCC(=O)N/N=C/c3ccccc3F)nc2n1 | -12 | 28% | -4 | 4% | 34%[activator] | -3% | -5%
CC1(C)CC(=O)C(Sc2ccccc2[N+](=O)[O-])=C(O)C1 | -4 | 3% | -2 | 4% | -10% | 16% | 3%
O=C(CCSc1ccc(Cl)cc1)N1CCN(S(=O)(=O)c2ccccc2)CC1 | x | u | x | 4% | -1% | u | x
O=C(COc1ccc2c3c(c(=O)oc2c1)CCC3)Nc1ccc(CCO)cc1 | -6 | 5% | -3 | 6% | 10% | -13% | -2%
CCOC(=O)/C(C#N)=C1/C=CN(c2ccc(C)cc2)C=N1 | 64* | x | 29* | 2% | 15% | -19% | 8%
Cn1c(=O)[nH]c(=O)c2c1nc(Br)n2CCCc1ccccc1 | -12 | -14% | -2 | x | x | 7% | -2%
Cc1cc(Cn2nc(C(=O)NCC3CC3)cc2-c2ccccc2)on1 | x | u | x | 3% | u | -15% | x
CCNC(=O)COC(=O)CCNC(=O)c1cccc(C)c1 | 43 | 9% | 10 | 5% | 29% | 25% | 13%

4 entries from above, with two lines to a compound.
Each structure is followed by: Shiga toxin inh	Pf growth 48h	Cycloheximide cs	Tb PYK inh	Pf growth 96h	HCV inh	LmPK inh
> CCOC(=O)/C(C#N)=C1/C=CN(c2ccc(C)cc2)C=N1
    64*	x	29*	2%	15%	-19%	8%
> Cn1c(=O)[nH]c(=O)c2c1nc(Br)n2CCCc1ccccc1
    -12	-14%	-2	x	x	7%	-2%
> Cc1cc(Cn2nc(C(=O)NCC3CC3)cc2-c2ccccc2)on1
    x	u	x	3%	u	-15%	x
> CCNC(=O)COC(=O)CCNC(=O)c1cccc(C)c1
    43	9%	10	5%	29%	25%	13%
